Source: PubChem
RGS8-Gao reg = human RGS8-Galphao interaction regulation; multiplexed bead flow cytometry, RGS8-Galphao binding; actives lie on both sides; response (percent of control binding), % at 10 µM; 0.34% of 220,000 active; in the data active = response below about 60% or above about 140%; inactive = in between;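 also: Galphao activated as the GDP aluminium fluoride complex binding bead-coupled RGS8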
Target sequence (P09471 whole entry, looked up): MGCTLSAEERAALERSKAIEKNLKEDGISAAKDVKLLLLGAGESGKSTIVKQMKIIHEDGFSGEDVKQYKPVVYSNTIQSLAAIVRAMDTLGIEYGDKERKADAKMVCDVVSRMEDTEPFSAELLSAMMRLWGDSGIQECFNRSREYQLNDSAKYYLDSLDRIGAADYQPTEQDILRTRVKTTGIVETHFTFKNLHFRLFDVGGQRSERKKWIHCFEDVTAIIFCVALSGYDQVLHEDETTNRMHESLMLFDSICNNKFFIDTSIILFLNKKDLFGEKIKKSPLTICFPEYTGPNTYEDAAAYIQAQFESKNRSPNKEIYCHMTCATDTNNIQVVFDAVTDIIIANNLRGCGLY
Pf gamet viab = inhibitors of late stage P. falciparum gametocyte viability | P. falciparum stage V gametocytes, ATP luminescence, 24 h | inhibition, % at 10.9 µM | 0.065% of 150,000 active;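 active = inhibition above the mean plus 3 SD of compounds within the control limits, set per campaign, cut at about 38% in these data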;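 also: 0% = DMSO wells and 100% = medium only without gametocytes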
Mcl1 Bid PPI = Mcl-1/Bid interaction inhibition. Q07820. TR-FRET Mcl-1/Bid-Dy647 peptide binding, 1536-well. inhibition, % at 21.7 µM. 0.97% of 220,000 active. AID 1021;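 active = compounds that cut the binding signal by more than half at the single screening dose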;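 also: His-tagged Mcl-1 with europium anti-His antibody binding Bid BH3 peptide; 0% = Mcl-1 plus peptide wells and 100% = peptide-only wells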
Target sequence (Q07820 whole entry, looked up): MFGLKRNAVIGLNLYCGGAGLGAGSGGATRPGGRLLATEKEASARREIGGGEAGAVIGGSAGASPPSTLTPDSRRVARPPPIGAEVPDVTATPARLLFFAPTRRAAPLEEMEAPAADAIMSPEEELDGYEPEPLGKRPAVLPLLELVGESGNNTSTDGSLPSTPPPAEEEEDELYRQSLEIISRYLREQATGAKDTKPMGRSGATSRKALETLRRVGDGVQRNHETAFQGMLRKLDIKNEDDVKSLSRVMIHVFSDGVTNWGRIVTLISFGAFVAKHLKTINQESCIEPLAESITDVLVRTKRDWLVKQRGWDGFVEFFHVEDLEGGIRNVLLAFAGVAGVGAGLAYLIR
Mcl1-Noxa inh = Mcl-1/Noxa interaction inhibition | TR-FRET Mcl-1/Noxa peptide binding, 2 h | inhibition, % at 21.7 µM | 1.5% of 220,000 active;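 active = compounds that cut the protein-peptide binding signal by more than 50% relative to plate controls in a single-dose test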;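 also: His-tagged Mcl-1 with rhodamine Noxa BH3 peptide and terbium anti-His antibody; 0% = Mcl-1 plus Noxa peptide wells and 100% = peptide-only wells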
* hit, by the source's call.

SMILES	RGS8-Gao reg	Pf gamet viab	Mcl1 Bid PPI	Mcl1-Noxa inh
CCCCNc1c([N+](=O)[O-])ncn1C	102	1	-30	4
CC(C)[C@H](NC(=O)CCCn1nnc2ccccc2c1=O)C(=O)O	99	-5	-24	-1
CC(=O)NNC(=O)c1[nH]c2ccc(Cl)cc2c1-c1ccccc1	100	9	-18	12
CC(C)(C)NC(=O)N1CCN(c2ncccc2C(F)(F)F)CC1	99	13	-9	-19
Cc1cc(C(=O)NNc2c(Cl)cccc2Cl)no1	104	-9	-6	-1
O=C1Nc2c(ccc(Cl)c2Cl)C(=O)C1(F)c1ccccc1 (stereo unspecified)	101	9	39	31
O=C1CCC(C(=O)Nc2ccccc2N2CCOCC2)=NN1	101	-25	-29	-5
Cc1ccccc1NC(=O)Cn1nnc(-c2ccc(CN3CCC(C)CC3)cc2)n1	105	-10	-8	9
Cc1cc(C)cc(NC(=O)C(Sc2nnc(C)c(=O)[nH]2)c2ccccc2)c1 (stereo unspecified)	105	20	-4	-8
Cc1nc2c(ncn2-c2ccccc2)c(=O)n1NC(=O)CN1CCN(C)CC1	101	3	-50	10
COc1cccc2c(=O)cc(C)n(CC(=O)Nc3ccc(Br)cc3)c12	97	5	-26	3
O=C(O)C1(c2ccccc2)CCN(S(=O)(=O)c2ccc(Cl)s2)CC1	99	-1	7	5
Clc1ccccc1-c1nnc2n1CCCCC2	100	6	-21	-13
C/C(CC(C)C)=N\NS(=O)(=O)c1ccc(C)c([N+](=O)[O-])c1	102	20	-2	2
CCn1c(C)nc2cc(N)ccc21	99	5	-10	19
COc1cc(C(=O)Nc2nnc(C)s2)c([N+](=O)[O-])cc1OC	101	5	-17	-3
O=S1(=O)CC2SC(=S)N(Cc3ccccc3)C2C1 (stereo unspecified)	101	-7	-7	12
O=C(c1ccccc1)N1CCN(CC(O)Cn2ccc3ccccc32)CC1 (stereo unspecified)	97	9	-12	-1
C=C(C)COc1ccc(-c2nc(N)ncc2-c2ccccc2OC)c(O)c1	106	4	4	19
CCN(CC)CCn1c(=N)n(CC(O)COc2ccccc2)c2ccccc21 (stereo unspecified)	91	2	-16	-6
Cc1cc(C)n(C2CC(=O)N(c3ccc(C)c(Cl)c3)C2=O)n1 (stereo unspecified)	98	-9	-18	-25
O=C(Nc1ccc(NC(=O)c2cccs2)cc1)c1ccc2c(c1)OCCO2	98	21	-8	8
CCOC(=O)c1cc(-c2csc(COc3ccccc3Cl)n2)on1	102	-1	-2	17
CCCc1c(C(=O)Nc2ccc(OC)cc2)cnn1-c1ccccc1	103	9	-7	4

Some of these compounds in order of their number in RGS8-Gao reg, low to high:
compound | RGS8-Gao reg | Mcl1 Bid PPI | Mcl1-Noxa inh
CCN(CC)CCn1c(=N)n(CC(O)COc2ccccc2)c2ccccc21 (stereo unspecified) | 91 | -16 | -6
O=C(c1ccccc1)N1CCN(CC(O)Cn2ccc3ccccc32)CC1 (stereo unspecified) | 97 | -12 | -1
Cc1cc(C)n(C2CC(=O)N(c3ccc(C)c(Cl)c3)C2=O)n1 (stereo unspecified) | 98 | -18 | -25
Clc1ccccc1-c1nnc2n1CCCCC2 | 100 | -21 | -13
O=S1(=O)CC2SC(=S)N(Cc3ccccc3)C2C1 (stereo unspecified) | 101 | -7 | 12
C/C(CC(C)C)=N\NS(=O)(=O)c1ccc(C)c([N+](=O)[O-])c1 | 102 | -2 | 2
CCCc1c(C(=O)Nc2ccc(OC)cc2)cnn1-c1ccccc1 | 103 | -7 | 4

(listing goes on)
SMILES	RGS8-Gao reg	Pf gamet viab	Mcl1 Bid PPI	Mcl1-Noxa inh
C(=N\Nc1nc2ccccc2[nH]1)/c1ccc2c(c1)OCCO2	107	1	-87	-60
NS(=O)(=O)c1ccc(NC(=O)c2ccc3nccnc3c2)cc1	101	-17	-2	23
COC(=O)c1ccccc1NC(=O)COC(=O)[C@H](C)NC(N)=O	104	-2	-9	17
COc1cc(C2CC(=O)C3=C(C2)Nc2ncnn2C3c2cccs2)cc(OC)c1OC (stereo unspecified)	94	-17	-14	-17
Cc1cc(C)c(C(=O)O)c(CC(C)(C)C(=O)O)c1	103	13	1	-3
CCc1ccc(C(=O)NNc2ccc(F)cc2)cc1	100	17	-13	-6
Cc1c(Cl)ccc2c(C(=O)O)cc(-c3ccccc3)nc12	101	9	6	0
CC1(C)Cc2cccc(C(=O)NC3CCN(Cc4ccccc4)CC3)c2O1	95	0	-5	-8
CN(C)CCCNC(=S)Nc1ccc(Br)cc1	104	-6	-146	9
COc1cccc(N2C(=O)C3C(C2=O)C3(c2ccccc2)c2ccccc2)c1 (stereo unspecified)	112	-17	0	4
O=c1cc2ncc(-c3[nH]ncc3[N+](=O)[O-])cn2[nH]1	101	5	-86	30
Cc1ccc(NCC(=O)Nc2c(C)n(C)n(-c3ccccc3)c2=O)cc1S(=O)(=O)N(C)C	101	-23	-11	21
Cc1ccc(-n2c(O)c(C=NC3CCS(=O)(=O)C3)c3ccccc3c2=O)c(C)c1 (stereo unspecified)	94	0	-14	9
C=CCn1c(SCC#N)nnc1-c1ccc2ncccc2c1	103	11	-15	0
COc1cc(/C=N/n2cc(-c3ccccc3)[nH]c2=S)cc(OC)c1O	96	-14	-17	41
CCN(CC)c1ncc(C#N)c(N)n1	102	-8	-4	2
O=C(c1cccs1)N1CCCN(c2ncnc3scc(-c4ccccc4)c23)CC1	100	-17	-7	1
COc1ccc(-c2cn(-c3ccc(Cl)cc3)c3[n+]2CCCCC3)cc1	99	-8	-22	-33
O=C1C=C(Nc2ccc(O)cc2)C(=O)c2ccccc21	100	1	-29	23
Cc1ccc(-c2cc(C(=O)O)c3ccccc3n2)c(C)c1	94	12	4	11
O=C(c1ccc(F)cc1)N1CCC(c2ccccc2)C1 (stereo unspecified)	103	-1	-13	3
NC(=O)COc1ccc(Nc2nnc(-c3ccc(O)cc3)c3ccccc23)cc1	97	-20	-37	11
CCCOc1ccc(-c2c(C(=O)N/N=C/c3ccccc3)nnn2-c2nonc2N)cc1	99	10	-23	-22
Brc1ccccc1-c1nnc(COc2ncnc3ccccc23)o1	99	-11	-11	-4
COc1ccc(OC(=O)NCCc2ccccc2)cc1	103	-10	-7	5
O=C(COC(=O)c1cncc(Br)c1)NCc1ccc(Cl)cc1	99	4	-10	3
COc1ccccc1NS(=O)(=O)c1cccc(NC(=O)NCCCl)c1	100	-10	-17	7
O=C1CNC(=S)N1CCOc1ccccc1	99	-12	4	0
O=C(O)c1cc(NN=Nc2ccc(Br)cc2)cc([N+](=O)[O-])c1	103	6	27	40
CCS(=O)(=O)N1CCN(c2ccccc2)CC1	103	23	-23	8
COc1ccc(OC)c(C(=O)c2c(C)oc3cc([N+](=O)[O-])c(O)c([N+](=O)[O-])c23)c1	101	-3	16	40
COC(=O)c1cc(NC(=O)CN(C)Cc2ccccc2)cc(C(=O)OC)c1	103	-6	-46	9
CC(C)Nc1nc(NNc2nc(Cl)nc(NC(C)(C)C)n2)nc(NC(C)C)n1	100	3	10	15
O=S(=O)(Nc1nc2ccccc2s1)c1ccc(Cl)nc1	108	-1	3	1
Clc1ccccc1/C=C/c1nc(-c2cccnc2)no1	100	2	-26	16
Cc1cc(C(=O)Nc2nccs2)c2cc(F)ccc2n1	100	-13	-9	7
Cc1[nH]c2ccccc2c1SCC(=O)NNC(=O)Nc1ccc(OC(F)(F)F)cc1	101	-13	-37	-13
C=CCN1C(=O)C(CC(=O)Nc2ccccc2)S/C1=N/c1nccs1 (stereo unspecified)	101	4	-18	-6
O=C(OCCCN1CCOCC1)c1ccc(O)c(O)c1	94	-16	-113	35
Cc1ccc(/C=C/C(=O)NC(=S)N2CCN(c3ccc(F)cc3)CC2)cc1	100	-10	-12	-9
COCCNC(=S)N/N=C/c1ccc(-c2ccc([N+](=O)[O-])cc2)o1	97	-6	-18	15
FC(F)(F)c1ccnc(NCc2ccco2)n1	102	-1	-34	7
CC(C)(C)OC(=O)N1CCC[C@H]1c1nnc(SCc2ccccc2)o1	90	6	-14	7
NNc1nc2sc3c(c2c(=O)n1C1CCCCC1)CCN(Cc1ccccc1)C3	101	-20	-96	-80
Cc1cc(NS(=O)(=O)c2ccc(NC(=S)Nc3ccc(Cl)cc3C)cc2)no1	102	-11	-15	16
CC(C)Cc1nc2oc3c(NCC(C)O)ncnc3c2c2c1CCCC2 (stereo unspecified)	100	6	2	5
CCCCN(C(=O)CSc1nnc(-c2ccco2)o1)c1c(N)n(Cc2ccccc2)c(=O)[nH]c1=O	96	22	-8	-12
CCOc1ccc(-c2c(C#N)c(N)nc3sc(C(=O)c4ccccc4)c(N)c23)cc1	103	26	-71	-23
O=C(O)CCSC(=S)N1CCOCC1	99	-29	-64	23
Cn1c(CN2CCN(CCO)CC2)c(C#N)c2ccccc21	101	-9	-1	-5
CCCc1nc2oc3c(NCCCN(C)C)ncnc3c2c2c1CCCC2	103	-3	-14	9
O=C(CSCCOc1ccccc1)NCc1ccncc1	94	-3	-12	-9
Fc1ccc(C2N(c3ccccc3)C(=S)N3CCCN23)cc1 (stereo unspecified)	100	3	-11	-4
CC(C)c1ccc(N2C(=O)/C(=C/N(C)C)SC2=S)cc1	99	-2	-8	-11
Cn1c(CC2Sc3ccccc3NC2=O)nnc1SCC(=O)c1ccc(Cl)cc1 (stereo unspecified)	100	1	-15	5
CCCN(CCC)Cc1cc(=O)oc2cc3c(cc12)CCC3	100	11	-4	16
CCn1cc(C2CC(=O)NC2=O)c2ccccc21 (stereo unspecified)	104	23	-48	-9
Cn1c(SCCOc2ccc(F)cc2)nnc1-c1ccncc1	97	-5	-57	1
Cc1ccc(NC(=S)Nc2ccc3[nH]c(=O)[nH]c3c2)cc1C	95	26	-38	4
CCC(NC(=O)Nc1cc(C)on1)(C(F)(F)F)C(F)(F)F	96	4	4	8

Next results follow:
SMILES	RGS8-Gao reg	Pf gamet viab	Mcl1 Bid PPI	Mcl1-Noxa inh
S=c1[nH]nc(CCCc2n[nH]c(=S)o2)o1	99	-7	-58	7
Cc1oc2c(CN3CCOCC3)c(O)ccc2c(=O)c1-c1ccc(Cl)cc1	101	-25	-31	-20
COc1ccc(-c2cc3nc4ccccc4n3c(N)c2C#N)cc1	102	-20	72*	81*
Cc1ccccc1C1=Nn2c(nnc2-c2ccco2)SC1	99	11	-15	-1
O=C(N/N=C/c1ccco1)c1ccc(OCc2ccccc2)cc1	96	8	-5	11
CCOC(=O)C1=C(C)NC(C)=C(C(=O)OCC)C1c1ccc([N+](=O)[O-])s1	102	20	-1	-4
CN(C)C(=S)Nc1ccc(N2CCOCC2)cc1	100	13	-42	-8
CC(C)=CCN1CCN(Cc2cc(CC(C)C)n[nH]2)CC1CCO (stereo unspecified)	101	-17	-30	-16
CCn1cc(C2=NC(CC(C)C)CO2)c2ccccc21 (stereo unspecified)	99	-7	-21	8
CC1(OC(=O)C2CCCC2)C(=O)C=C2C=C(c3ccsc3)N(CC3CC3)C=C2C1=O (stereo unspecified)	96	3	-82	8
O=[N+]([O-])c1ccccc1N/N=C/c1cccc(O)c1O	96	-13	0	54*
COc1ccc2nc(SCC(=O)NCCc3ccccc3)[nH]c2c1	98	-1	-12	1
COc1ccc(C(=O)NCC(=O)OCC(=O)N(C)c2ccccc2)cc1	94	-8	-43	7
CC(C)CC(=O)Nc1ncc([N+](=O)[O-])s1	93	-7	-26	50
CCNc1nc2cccnc2s1	103	2	-30	-7
CCOC(=O)c1cc(-c2ccc(Cl)s2)[nH]n1	97	-18	-8	14
Cc1ccc(-c2cc(C(=O)NN)n[nH]2)o1	97	-17	-33	11
Cn1c(=O)c2cc3ccc(Cl)cc3nc2n(C)c1=O	99	26	10	3
COc1ccc2cnn(-c3ccc(OC(F)(F)F)cc3)c(=O)c2c1OC	94	-2	-5	0
CC(C)n1cnnc1SCC(=O)Nc1cccc(S(=O)(=O)N(C)c2ccccc2)c1	99	-4	-35	-9
O=S(=O)(Nc1cccc(CCc2ccccn2)c1)c1ccc(Cl)cc1	102	6	-9	-1
CSc1nsc(SC)c1C(=O)Nc1ccc(C(C)(C)C)cc1	98	1	-7	-2
C=CCOc1cccc(CNc2cccc(C(=O)O)c2)c1	98	-6	-116	17
Cc1ccc(-c2cc(Cc3ccncc3)c(=O)[nH]n2)cc1	100	6	-8	7
CCn1cc(C(=O)N2CCN(c3cccc(C)c3C)CC2)c(=O)c2ccc(C)nc21	102	14	-13	-32
O=C(OCC1CC(c2ccccc2)=NO1)c1ccco1 (stereo unspecified)	99	9	-15	-1
Cc1nc2ccccc2c(=O)n1Cc1ccco1	104	10	-13	10
O=C(N/N=C/c1ccc2cccnc2c1)c1nc2ccccc2c(=O)[nH]1	105	-22	-15	25
COC(=O)[C@H](CCSC)NC(=O)Nc1cccc(Br)c1	98	-4	-18	7
CSc1scc2c1-c1nc(SCC(=O)C(C)(C)C)ncc1CC2	99	-12	-19	4
Cc1nnc(SCC(=O)NC(=O)Nc2ccc3c(c2)OCCO3)n1N	96	4	1	3
NC(=S)N/N=C/c1coc2cc(Br)ccc2c1=O	103	11	-27	18

Gathered by group: those above with a CF3 group
SMILES	RGS8-Gao reg	Pf gamet viab	Mcl1 Bid PPI	Mcl1-Noxa inh
CC(C)(C)NC(=O)N1CCN(c2ncccc2C(F)(F)F)CC1	99	13	-9	-19
Cc1[nH]c2ccccc2c1SCC(=O)NNC(=O)Nc1ccc(OC(F)(F)F)cc1	101	-13	-37	-13
FC(F)(F)c1ccnc(NCc2ccco2)n1	102	-1	-34	7
CCC(NC(=O)Nc1cc(C)on1)(C(F)(F)F)C(F)(F)F	96	4	4	8
COc1ccc2cnn(-c3ccc(OC(F)(F)F)cc3)c(=O)c2c1OC	94	-2	-5	0

The list is partial (hit frequency here may not be typical).
